p53 reactivation – mutant p53 re-activation in reporter cells | H1299 p53-A138V BP100-luciferase reporter, luminescence, 24 h | Potency, µM (series often up to 92.2 µM), inactives show at the top dose activity change, positive = activation, actives largely listed as activators | 0.063% of 320,000 active; note: % of control where 0% means no effect; nearly all actives have a fitted effect of over 45% in size
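p53-null H1299 cells stably carrying temperature-sensitive p53-A138V and a BP100-luciferase reporter were pinned with compounds (4-point, 1:5 series) and held 24 hrs at 37 deg C. Luminescence was read 10 min after detection reagent.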
RORg inh – ROR gamma (mouse) transcription inhibition; P51450; Drosophila S2 Gal4-RORgamma UAS-luciferase reporter, 20 h; Potency, µM (doses to about 53.6 µM), without a hit: at the highest dose activity change, negative = inhibition, usual class: inhibitors; 5.4% of 310,000 active; AID 2551; note: % is set by controls: 0 for no effect and ±100 for the full control effect; nearly all actives have a fitted effect of over 60% in size
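A Gal4/UAS one-hybrid system in insect cells: metallothionein-promoter Gal4–ROR gamma fusion plus Photinus luciferase reporter. Copper sulfate 700 uM final, 20 hr ambient incubation, luminescent detection after 10 min with reagent.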
MBNL1-CUG inh – blocks human MBNL1 binding to CUG repeat RNA; 0.036% of 280,000 active; Potency, µM (doses to about 57.5 µM), for inactives: at the highest dose activity change, negative = inhibition, hits mostly inhibitors; TR-FRET MBNL1-His/biotin-(CUG)12 binding, 665/545 ratio; active = well fitted inhibition curve with a large enough effect in the signal ratio, with a control signal flat, not every such curve was filed as active; inconclusive = small, poorly fitted or top-dose-only effect, or effect the other way, or a change in a side signal; inactive = no such curve, though single readings can be large or run the other way; the % refers to the signal ratio; note: % is set by controls: 0 for no effect and ±100 for the full control effect
Target sequence (Q9NR56 whole entry, looked up): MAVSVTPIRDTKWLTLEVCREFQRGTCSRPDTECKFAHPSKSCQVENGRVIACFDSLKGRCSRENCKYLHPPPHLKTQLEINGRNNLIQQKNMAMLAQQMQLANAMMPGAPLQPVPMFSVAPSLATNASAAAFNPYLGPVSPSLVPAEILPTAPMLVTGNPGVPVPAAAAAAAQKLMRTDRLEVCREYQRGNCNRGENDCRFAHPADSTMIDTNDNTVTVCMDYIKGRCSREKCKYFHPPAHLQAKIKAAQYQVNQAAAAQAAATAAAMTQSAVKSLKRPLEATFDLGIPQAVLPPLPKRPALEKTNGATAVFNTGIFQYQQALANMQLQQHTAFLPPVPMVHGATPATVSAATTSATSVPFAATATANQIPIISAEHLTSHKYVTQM
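TR-FRET readout: Ex 340 nm, 665/545 nm emission ratio, normalized to buffer-only (basal) and MBNL1-(CUG)12 controls. Complex of MBNL1-His with Biotin-(CUG)12, compounds 92 nM–58 uM, incubated 60 min at room temperature.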
ELG1 genotoxic – genotoxicity induction in ELG1-luciferase HEK293T cells | Potency, µM (doses to about 46 µM), for inactives: at the top dose activity change, positive = activation, most hits filed as activators | HEK293T ELG1-luciferase reporter, luminescence, 16 h | 1.3% of 330,000 active | AID 504466; note: % of control where 0% means no effect; nearly all actives have a fitted effect of over 60% in size
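Cells (2,000/well) expressing the ELG1-luciferase fusion are dosed by pin tool and kept 16 hr at 37 °C, 5% CO2. Signal comes from ONE-Glo luciferase reagent after 30 min at room temperature.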
uPA surface inh – blocks generation of uPA at the cell surface; cell surface uPA generation assay, qHTS; Potency, µM (titrated, usually from 38.3 µM), inactives show top-dose activity change, negative = inhibition, usual class: inhibitors; 0.31% of 330,000 active; active = well fitted inhibition curve with a large enough effect; inconclusive = small, poorly fitted or top-dose-only effect; inactive = no such curve, though single readings can be large or run the other way; tested in mouse RAW 264.7 cells; note: % is set by controls: 0 for no effect and ±100 for the full control effect; nearly all actives have a fitted effect of over 55% in size
BRCA1 expr up – activators of BRCA1 expression; Potency, µM (top dose mostly 46.1 µM), without a hit: at the highest dose activation, most hits filed as activators; 1.1% of 380,000 active; AID 624202; MCF7-BRCA1-FFLuc reporter, luminescence, 48 h; response scale: scaled: vehicle 0%, 10 µM genistein 100%; note: nearly all actives have a fitted effect of over 80% in size; some results filed as inactive show a strong effect at the top dose
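First, MCF7-BRCA1-FFLuc cells (2000/well) attach for 2 h; next, compounds are pin-added and incubated 48 h at 37 °C; finally, luciferase reagent is added and luminescence read after 15 min.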
Gal4-VP16 FLuc – inhibits Gal4-VP16 luciferase reporter, ROR gamma counter-screen | Drosophila S2 Gal4-VP16 UAS-luciferase, luminescence, 20 h | Potency, µM (top dose mostly 53.6 µM), for the others: at the top dose activity, negative = inhibition, actives largely listed as inhibitors | 3.5% of 310,000 active | AID 2546;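 note: Gal4-VP16 expression switched on by copper sulfate through the metallothionein promoter; % is set by controls: 0 for no effect and ±100 for the full control effect; nearly all actives have a fitted effect of over 50% in size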
Rab9 prom act – activators of Rab9 promoter; Huh7 Rab9 promoter-luciferase reporter, luminescence, 24 h; 2.8% of 320,000 active; Potency, µM (highest dose often 9.22 µM), for inactives: top-dose activation, negative = inhibition, actives largely listed as activators; note: % of control where 0% means no effect; nearly all actives have a fitted effect of over 60% in size
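Promoter activation is measured as luciferase luminescence in Huh7 cells stably transfected with a Rab9 promoter–luciferase construct, following 24 h compound exposure at 37 °C and 10 min reagent incubation at ambient temperature.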
FLuc modulator – inhibits or activates purified firefly luciferase, miR-21 counter-screen | P08659 | purified FLuc, Km substrates, luminescence inhibition | 6.9% of 360,000 active | Potency, µM (series often up to 57.5 µM), for the others: top-dose activity change, negative = inhibition, most hits filed as inhibitors;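 note: plate controls were vehicle for no effect and reference inhibitor for full effect; nearly all actives have a fitted effect of over 55% in size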
Target sequence (P08659 whole entry, looked up): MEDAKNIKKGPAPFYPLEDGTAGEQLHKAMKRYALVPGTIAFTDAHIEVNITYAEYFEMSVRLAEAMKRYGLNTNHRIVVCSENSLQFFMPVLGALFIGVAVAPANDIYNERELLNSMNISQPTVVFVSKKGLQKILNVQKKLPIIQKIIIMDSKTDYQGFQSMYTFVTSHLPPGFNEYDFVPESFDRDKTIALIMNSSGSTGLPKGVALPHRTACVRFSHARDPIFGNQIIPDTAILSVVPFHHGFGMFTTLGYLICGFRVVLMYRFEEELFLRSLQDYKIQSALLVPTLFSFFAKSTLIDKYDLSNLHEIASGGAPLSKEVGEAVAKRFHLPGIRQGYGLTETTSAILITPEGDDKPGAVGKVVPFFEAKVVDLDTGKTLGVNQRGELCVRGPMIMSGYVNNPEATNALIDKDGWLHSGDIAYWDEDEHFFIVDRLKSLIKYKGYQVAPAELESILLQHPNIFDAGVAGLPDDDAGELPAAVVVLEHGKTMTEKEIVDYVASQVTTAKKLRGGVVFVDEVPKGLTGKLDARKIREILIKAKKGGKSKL
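Biochemical qHTS of compounds, final roughly 60 µM downward over six points, against 10 nM purified firefly luciferase using Km concentrations of substrates (10 uM D-luciferin, 10 uM ATP) in Tris acetate pH 7.5 buffer; luminescence output.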
NPC1 promoter act – NPC1 promoter activation; Huh7 NPC1 promoter luciferase reporter, 24 h; Potency, µM (top dose mostly 9.22 µM), inactives show top-dose activation, most hits filed as activators; 2.4% of 320,000 active; AID 485313;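 note: % of control where 0% means no effect; nearly all actives have a fitted effect of over 60% in size; reporter is driven by a mutant NPC1 promoter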
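Luminescence from an NPC1 promoter-driven luciferase reporter in stably transfected Huh7 cells was measured after 24 h compound treatment at 37 °C, followed by 10 min ambient incubation with luciferase detection reagent.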
* hit, by the source's call; ? = inconclusive; . = not tested or not shown; & = joins results of further samples; [ ] = another dose, or the depositor's remark. Unless noted, calls come from the whole dose curve; as a rule, active = well fitted curve in the direction sought with a large enough effect; inconclusive = small, poorly fitted or top-dose-only effect, or another doubt; inactive = no such curve, though single readings can be large; an effect the other way counts as inactive or inconclusive. Potency is the fitted concentration of half-maximal effect.

Compound | p53 reactivation | RORg inh | MBNL1-CUG inh | ELG1 genotoxic | uPA surface inh | BRCA1 expr up | Gal4-VP16 FLuc | Rab9 prom act | FLuc modulator | NPC1 promoter act
COc1ccc(/C=N/Nc2ncc(-c3ccccc3)cn2)c(OC)c1 | -2% | ? | 0% | 5% | -9% | 1% | ? | 1% | -3% | -3%
Cc1cc(NS(=O)(=O)c2ccc(NC(=O)c3c(F)c(F)c(F)c(F)c3F)cc2)nc(C)n1 | -31% | -18% | -5% | 5% | 5% | -35% | 0% | -3% | 3% | 2%
COc1cccc(C2N(c3ccc(Cl)cc3)C(=O)C3CCCN32)c1 (stereo unspecified) | -3% | 8% | 1% | 7% | -7% | 3% | -7% | 2% | -1% | 0%
COC(=O)COc1ccc(S(=O)(=O)NCc2ccncc2)cc1 | ? | ? | -7% | 14% | -10% | 9% | 2.8µM* | -8% | 0% | -12%
COc1ccc(CCN(C)C2CCCN(S(=O)(=O)c3ccc(C)cc3)C2)cc1OC (stereo unspecified) | . | 31% | -9% | -6% | 0% | 3% | -1% | -5% | -1% | -3%
CCc1nc2ccccc2c(C(=O)Nc2cc(C)ccc2C)c1C | -3% | 10% | -9% | -7% | -20% | -2% | 0% | 3% | 0% | -1%
CCn1cc(C(=O)NCc2ccc3c(c2)OCO3)c(=O)c2cc(S(=O)(=O)N3CCOCC3)ccc21 | -8% | ? | -17% | -1% | -5% | -2%[1.84 µM] | -12% | -7% | -3% | -5%
CC1CCCN(Cc2c(O)ccc3c2O/C(=C\c2ccco2)C3=O)C1 (stereo unspecified) | -1% | 1% | 12%[11.5 µM] | 0% | -7% | -1% | 4% | -5% | 1% | 2%
CCn1nnc2cc(C(=O)Nc3cccc(S(=O)(=O)N(C)C)c3)ccc21 | -3% | . | . | 1% | 13% | -4% | . | 12% | . | -1%
OCCN=C1CCCc2c1[nH]c1ccc(Cl)cc21 | 0% | 11% | 10% | 1% | -2% | 21% | -4% | -4% | ? | -9%
Cc1ccc(S(=O)(=O)N2CCC3(CC2)CC(=O)c2ccccc2O3)cc1 | -6% | . | . | -3% | 5% | -16% | . | -5% | 0% | -1%
CC(=O)c1ccc2noc(-c3cccc(F)c3)c2c1 | -5% | 0% | ? | -9% | -4% | 13% | -11% | -6%[1.84 µM] | -6% | -1%
Cc1ccc(S(=O)(=O)Nc2ccsc2C#N)cc1 | 2% | 18% | 4% | -4% | 5% | 2% | -4% | 0% | -2% | 0%
COc1ccc(Nc2nc(N)nc(CSC(=S)N3CCN(c4ccccc4)CC3)n2)cc1 | 8% | 24% | 2% | -7% | -3% | -41% | 1% | 0% | -8% | -1%
COc1ccc(/C=C2\SC(=S)N(CC(=O)NCCO)C2=O)cc1 | 14% | -16% | . | 14% | -1% | 6% | -21% | 3% | 9.5µM* | -3%
Cc1cc(C)n(CCCNC(=O)C(C)(C)Oc2ccc(Cl)cc2)n1 | -4% | . | . | -2% | 3% | -16% | . | -1% | 0% | -2%
CCc1c(C#N)c(SCc2c(C)noc2C)nc2c1C(=O)CC(C)(C)C2 | -28% | ? | 0%[11.5 µM] | 0% | 6% | -41% | ? | 2% | 1% | 0%
COc1ccc(NC(=O)N2CCCC2C(=O)Nc2ccccc2)cc1 (stereo unspecified) | -5% | 6% | -17% | 2% | 1% | -2% | -2% | 1% | 7% | -6%
COc1ccc(-c2csc(NC(=O)CN3C(=O)C4CCCCC4C3=O)n2)cc1OC (stereo unspecified) | -29% | 14% | -3% | -9% | -7% | -3% | -6% | -5% | 2% | -1%
CCn1cc(C(=O)N[C@@H](C)C(=O)OC)c(=O)c2cc3c(cc21)OCO3 | 4% | 11% | 2% | -2% | 8% | -4% | -3% | -3% | 1% | -4%
CCCCc1nc2ccccc2c(NC(=O)CN2CCCC2)c1CCC | -18% | -16% | 5% | -1% | 6% | -9% | -4% | 1% | 7% | -5%
O=C(CSc1nnc(-c2ccccc2Cl)o1)Nc1ccccn1 | -4% | -17% | -12% | ? | 10µM* | -42% | -12% | 0.56µM* | -16% | ?
CCCSC1=C(C#N)C2(CCCCC2)C(C#N)=C(N)N1 | 14% | 12% | -7% | -1% | 4% | -35% | 9% | -7% | 21µM* | -1%
C/C(=N\NC(=O)c1cccc(S(=O)(=O)N2CCOCC2)c1)c1ccc(OCC(=O)N(C)C)cc1 | -11% | . | . | 1% | -2% | 1% | . | 0% | 0% | 0%
Cc1ccc(C(=O)CSc2nn3c(=O)c(C(C)(C)C)nnc3s2)cc1 | 20% | -24% | 9% | ? | -15% | 3% | 7% | 1% | 9% | -2%

Reformatted: results already given.
Compound: CCc1nc2ccccc2c(C(=O)Nc2cc(C)ccc2C)c1C
  p53 reactivation: -3% | RORg inh: 10% | MBNL1-CUG inh: -9% | ELG1 genotoxic: -7% | uPA surface inh: -20% | BRCA1 expr up: -2% | Gal4-VP16 FLuc: 0% | Rab9 prom act: 3% | FLuc modulator: 0% | NPC1 promoter act: -1%
Compound: Cc1cc(NS(=O)(=O)c2ccc(NC(=O)c3c(F)c(F)c(F)c(F)c3F)cc2)nc(C)n1
  p53 reactivation: -31% | RORg inh: -18% | MBNL1-CUG inh: -5% | ELG1 genotoxic: 5% | uPA surface inh: 5% | BRCA1 expr up: -35% | Gal4-VP16 FLuc: 0% | Rab9 prom act: -3% | FLuc modulator: 3% | NPC1 promoter act: 2%
Compound: CC1CCCN(Cc2c(O)ccc3c2O/C(=C\c2ccco2)C3=O)C1 (stereo unspecified)
  p53 reactivation: -1% | RORg inh: 1% | MBNL1-CUG inh: 12%[11.5 µM] | ELG1 genotoxic: 0% | uPA surface inh: -7% | BRCA1 expr up: -1% | Gal4-VP16 FLuc: 4% | Rab9 prom act: -5% | FLuc modulator: 1% | NPC1 promoter act: 2%

New compounds follow
Values run as follows: p53 reactivation	RORg inh	MBNL1-CUG inh	ELG1 genotoxic	uPA surface inh	BRCA1 expr up	Gal4-VP16 FLuc	Rab9 prom act	FLuc modulator	NPC1 promoter act
COC(=O)c1ccc(CNC(=O)COC(=O)CCC2CCCC2)cc1
  -6%	15%[10 µM]	.	4%	4%	-10%	-7%	0%	1%	-4%
Cn1nnnc1SCC(=O)C(C)(C)C
  2%	8%	8%	0%	0%	-18%	-21%	7%	0%	0%
O=C(NC1CC1)c1ccc(CS(=O)c2ccc(Br)cc2)o1 (stereo unspecified)
  -1%	?	-9%	1%[9.26 µM]	5%	-15%	-3%	2%	1%	0%
Cc1cc(C)cc(NC(=O)c2cc3c(=O)n4ccccc4nc3s2)c1
  4%	23%	12%	13%	2%	0%	9%	0%	4%	0%
COc1ccc(NC(=O)COC(=O)c2c(F)cccc2Cl)cc1OC
  12%	28%	1%	?	.	.	?	?	?	25%
CC(=O)N1CCN(c2ccc(N)cc2)CC1
  -3%	.	.	5%	?	7%	.	1%	-3%	-1%
COc1ccc(/C=C/C(=O)Nc2ccc(NC(C)=O)cc2)cc1S(=O)(=O)N1CCOCC1
  -6%	6%	?	0%	-4%	-29%	-3%	11%	0%	-5%
Cn1c(-c2ccc(F)cc2)cnc1NCc1cccc([N+](=O)[O-])c1
  6%	-2%	?	-7%	10%	4%	-7%	-1%	1%	1%
CCCCOc1ccc(C(=O)NCC(=O)NC2CC2)cc1
  0%	.	.	-2%	0%	10%	.	-2%	2%	7%
Cc1ccc(C(=O)C(C)OC(=O)c2nc(Cl)ccc2Cl)cc1 (stereo unspecified)
  -1%	10%	-5%	8%	9%	6%	2%	3%	-2%	6%
Cc1cc(=O)n2nc(N3CCCC(C(=O)NCc4ccccc4Cl)C3)sc2n1 (stereo unspecified)
  -5%	-14%	0%	2%	7%	12%	-7%	0%	1%	-1%
C/C(=N\NC(=O)c1ccc([N+](=O)[O-])c(C)c1)c1ccccc1Cl
  13%	7.9µM*	7%	6%	-3%	60%	?	17%	?	18%
COc1ccccc1C(CNC(=O)C1CC(=O)N(Cc2ccc(C)cc2)C1)N1CCCC1 (stereo unspecified)
  5%	.	.	-2%	2%	-6%	.	1%	-1%	-1%
S=C(NCc1ccncc1)NC1CCCCC1
  11%	3%	-5%	-1%	-5%	-4%	-5%	-4%	2%	0%
Cc1ccc(Sc2c(C)nn(C(=O)CNS(=O)(=O)c3ccc(F)cc3)c2C)cc1
  4%	-25%	-4%	2%	2%	-9%	-1%	10%	-6%	0%
CC(C)COc1ccc(C(=O)CCN2CCCCC2)cc1
  -10%	7.1µM*	0%	-6%	-10%	-30%	11µM*	3%	-15%	-4%
CC(C)C(C(=O)OCC(=O)c1ccc2c(c1)NC(=O)CO2)N1C(=O)c2ccccc2C1=O (stereo unspecified)
  -1%	-6%	3%	0%	-1%	0%	2%	2%	-8%	1%
CC(=O)Nc1ccc(NC(=O)c2cc(=O)c3ccccc3o2)cc1
  -1%	?	?	-19%	6%	25%	-12%	0%	1%&3%	15%

Screening results as filed in PubChem.
